LGR2 inh – Drosophila LGR2 receptor signaling inhibition; 0.35% of 380,000 active; inhibition, % at 9.99 µM; HEK293 LGR2, CRE-luciferase, bursicon-stimulated, 4 h;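 active means drop in luminescence signal, shown as inhibition above about 50% in the replicate tests, limit read from the data, passing the limit was not always enough; inconclusive means probably only some replicates passing the limit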;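 further: agonist challenge used bursicon conditioned medium at about half maximal strength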
PGC1a acetyl inh – modulators of PGC1a acetylation; U2OS PGC1a acetylation, AlphaScreen anti-acetyl-lysine; with virally co-expressed GCN5 acetyltransferase; inhibition, % at 15.6 µM; 0.17% of 350,000 active; AID 651687;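 active means every replicate shows inhibition of at least 40%; inconclusive means mean inhibition at least 40% but some replicate below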;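 further: 0% = neutral control wells and 100% = positive control wells; some results beyond the cut were filed as inactive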
Cneo AK release – causes C. neoformans cell lysis | adenylate kinase release luminescence, 4 h; normalised: neutral wells 0, clomiphene wells 100 | lysis activity, % at 15 µM | 0.2% of 360,000 active;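 active means mean lysis activity across replicates of at least 80%, whatever share of replicates individually reach that level; inactive means mean lysis activity below 80%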
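Assay system: C. neoformans cells. Amount: yeast cell density of 5 × 10^6 cells/mL. Technique: AK luminescence. Buffer or medium: YPD. Times: static 4 h at 37 °C with compound, 1 h detection. Dosing: single-point compound dose. Read-out: lysis from increased AK signal.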
C2C12 statin – suppressors of simvastatin-induced myotoxicity in C2C12 myotubes | ATP luminescence, 48 h; scaled: DMSO 0, geranylgeraniol control 100 | rescue of ATP level, % at 7.49 µM | 0.78% of 330,000 active | AID 602340;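 active means mean ATP rescue above about 67%, or every replicate alone reaching that limit, limit read from the data, passing the limit was not always enough; inconclusive means no clear call, values can overlap the other calls; inactive means mean under the limit and some replicate under it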;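 further: myotubes were challenged with 10 µM simvastatin during compound exposure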
INS-1E GSIS act – GLuc luminescence reporter in INS-1E cells, primary screen for activators of glucose-dependent secretion of insulin. INS-1E GLuc reporter insulin secretion, 2-3 h. activation, % at 16.6 µM. 0.61% of 370,000 active. AID 743287;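 active means lowest replicate activation of at least 40%, so every replicate reaches that level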;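 further: 0% = median of neutral control wells and 100% = median of IBMX positive control wells; some compounds called inactive have numbers as strong as hits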
ARNT TACC3 PPI – ARNT/TACC3 interaction disruption; Q9Y6A5; AlphaScreen His-ARNT PAS-B/GST-TACC3 binding, luminescence; TACC3 fragment carries E629A point mutation; inhibition, % at 9.99 µM; 0.66% of 390,000 active; AID 623870;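 active means mean inhibition of replicates at least 50% and at least half of replicates each reaching 50%; inconclusive means half or more replicates reach 50% but mean below 50%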;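 further: 0% = complete ARNT plus TACC3 wells and 100% = ARNT alone without TACC3; many hits fall short of the cut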
PglD inh – PglD (C. jejuni) enzyme inhibition. purified PglD enzyme, DTNB colorimetric CoA detection. inhibition, % at 12.5 µM. 0.098% of 360,000 active; in the data active means inhibition above about 16%, passing the limit was not always enough; inconclusive means no clear call, values can overlap the other calls; further: strong numbers were not always called active
PAX8 reporter – lowers PAX8-driven luciferase in RMG-I cells | RMG-I TPO-luciferase reporter, SteadyGlo, 24 h | inhibition, % at 12.6 µM | 1.2% of 360,000 active;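 active means mean replicate inhibition at least 60% with every replicate also reaching 60%; inconclusive means only one of the two criteria is met; inactive means mean below 60% and not all replicates reaching 60%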;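 further: luciferase light reporting Pax8 driven TPO promoter activity; plate controls were median of neutral control wells for no effect and mitoxantrone controls for full effect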
* marks the source's active call; other numbers are inactive results; ? = inconclusive; / = not tested or not shown; & = joins results of further samples.

No.	Structure	LGR2 inh	PGC1a acetyl inh	Cneo AK release	C2C12 statin
1	CC(=O)Nc1ccc(S(=O)(=O)NCCC(=O)Nc2cccc(Cl)c2)cc1	2	19	1	-41
2	C=CCn1c(C2CCCCC2)n[nH]c1=S	-6	-1	-2	0
3	Cc1ccc(S(=O)(=O)N[C@@H]2C=C[C@H](CC(=O)NCc3ccncn3)O[C@H]2CO)cc1	12	5	0	-6
4	CC(C)NC(=O)N(C)C[C@@H]1Oc2c(NS(=O)(=O)c3ccc(Cl)cc3)cccc2C(=O)N([C@H](C)CO)C[C@@H]1C	9	8	50	-32
5	Cc1nnc(NC(=O)CSc2nc(N)c(NC(=O)c3cccs3)c(=O)[nH]2)s1	2	-1	1	-9
6	O=C(O)c1ccc(NS(=O)(=O)c2cccc3cccnc23)cc1	-3	-3	4	-9
7	O=C(O)CCNc1cc2ccccc2cc1C(=O)O	/	14	-2	-6
8	CC1(C)C(N(O)C(=O)Nc2ccccc2)N(c2cccc(Cl)c2)C(=O)N1O (stereo not drawn)	0	-4	2	25
9	COc1ccccc1NC(=O)CSc1nc(N)cc(N)n1	6	15	/	-2
10	CC(C)(C)CC(=O)NCc1cccs1	-2	-4	-1	-9

No.	INS-1E GSIS act	ARNT TACC3 PPI	PglD inh	PAX8 reporter
1	4	16	2	21
2	17	1	-1	9
3	3	-13	0	-11
4	9	0	-14	16
5	6	7	6	1
6	9	-8	2	10
7	/	8	-3	-2
8	-14	-8	-21	/
9	4	-2	/	/
10	18	4	-1	6

Other results:
No.	Structure	LGR2 inh	PGC1a acetyl inh	Cneo AK release	C2C12 statin
11	O=C(Nc1ccccc1C(=O)NC1CCCCC1)c1ccccc1	8	/	-4	-20
12	Cc1nc(N2CCN(S(=O)(=O)c3ccc(Br)cc3)CC2)c2c(C)c(C)sc2n1	-10	6	-3	-1
13	CC(C)N(Cc1ccccc1)C(=O)CN1c2cccc3cccc(c23)S1(=O)=O	7	23	0	-28
14	COc1ccc(-c2ccc([C@@H]3[C@@H](CO)N4C(=O)CN(C(=O)c5cccnc5)C[C@H]34)cc2)cc1	14	-5	/	/
15	COc1ccc(S(=O)(=O)N(C)C[C@H]2Oc3c(NC(=O)NC4CCCCC4)cccc3C(=O)N([C@H](C)CO)C[C@@H]2C)cc1	21&11	10&-15	0&-5	23&12
16	COCCNC(=O)C(c1ccc(C)o1)N(C(=O)Cn1nnc2ccccc21)c1ccccc1 (stereo not drawn)	9	-8	-1	5
17	Nc1ccc(N(c2ccccc2)c2ccc(N)cc2)cc1	/	2	-1	-19
18	CC(C)=CCCC(C)CN1CCC(n2nccc2NC(=O)c2ccc3c(c2)OCO3)CC1 (stereo not drawn)	-13	/	1	8
19	Cc1ccc(S(=O)(=O)Nc2ccc3c(c2)CC(=O)N([C@H](C)CO)C[C@H](C)[C@@H](CN(C)S(C)(=O)=O)O3)cc1	-12	4	43	-26
20	CO[C@H]1CN(C)C(=O)c2cc(NC(=O)NC3CCCCC3)ccc2OC[C@@H](C)N(CCc2ccccc2)C[C@@H]1C	9	6	-4	-34

No.	INS-1E GSIS act	ARNT TACC3 PPI	PglD inh	PAX8 reporter
11	42	-4	-2	-6
12	-26	8	-2	8
13	/	-3	-5	15
14	0	/	/	-14
15	-16&-30	6&2	4&-7	-7
16	8	-11	1	-18
17	-9	3	0	45
18	-43	-1	2	5
19	-6	14	1	-22
20	-42	-5	7	/

Remaining list, next part.
No.	Structure	LGR2 inh	PGC1a acetyl inh	Cneo AK release	C2C12 statin
21	O=C1NC(Cc2c[nH]c3ccccc23)C(=O)N1Cc1ccccc1 (stereo not drawn)	-1	/	-1	-1
22	COc1ccc(NC(=O)c2ccco2)c(NC(=O)Cc2cccs2)c1	/	3	-1	3
23	CCC(=NCCc1c(C)[nH]c2ccc(OC(F)(F)F)cc12)C1=C(O)CC(c2ccccc2)CC1=O (stereo not drawn)	13	/	/	/
24	COC(=O)COc1c(Cl)cc(C(c2c(C)[nH][nH]c2=O)c2c(C)[nH][nH]c2=O)cc1OC	-22	6	0	-14
25	CCCCNC(=O)/C(=C/c1ccco1)NC(=O)c1ccco1	-4	/	0	3
26	CC(C)c1ccccc1NC(=O)C1CC(=O)N(C2CCCC2)C1 (stereo not drawn)	-7	/	-1	5
27	O=C1C(=O)N(CCN2CCOCC2)C(c2ccccn2)/C1=C(/O)c1ccc(Cl)cc1 (stereo not drawn)	/	-2	-1	11
28	Oc1oc(-c2ccc(Br)cc2)nc1C=Nc1ccc(Br)cn1	5	/	/	/
29	CC(=O)C1CCC2C3CC(C)=C4CC(O)CCC4(C)C3CCC12C (stereo not drawn)	-4	-5	-1	-1
30	Cn1c(C(=O)O)cnc1Sc1ncc(C(F)(F)F)cc1Cl	5	10	0	-2

No.	INS-1E GSIS act	ARNT TACC3 PPI	PglD inh	PAX8 reporter
21	28	-1	-3	-20
22	/	-1	-1	/
23	-29	1	/	11
24	-41	6	6	-72
25	23	25	-2	15
26	0	8	2	19
27	/	/	-4	3
28	6	0	/	-5
29	-2	34	2	11
30	-8	/	-1	1

13 entries from above, arranged by SMILES length, low to high.
No.	Structure	LGR2 inh	PGC1a acetyl inh	Cneo AK release	C2C12 statin
17	Nc1ccc(N(c2ccccc2)c2ccc(N)cc2)cc1	/	2	-1	-19
25	CCCCNC(=O)/C(=C/c1ccco1)NC(=O)c1ccco1	-4	/	0	3
28	Oc1oc(-c2ccc(Br)cc2)nc1C=Nc1ccc(Br)cn1	5	/	/	/
26	CC(C)c1ccccc1NC(=O)C1CC(=O)N(C2CCCC2)C1 (stereo not drawn)	-7	/	-1	5
21	O=C1NC(Cc2c[nH]c3ccccc23)C(=O)N1Cc1ccccc1 (stereo not drawn)	-1	/	-1	-1
29	CC(=O)C1CCC2C3CC(C)=C4CC(O)CCC4(C)C3CCC12C (stereo not drawn)	-4	-5	-1	-1
18	CC(C)=CCCC(C)CN1CCC(n2nccc2NC(=O)c2ccc3c(c2)OCO3)CC1 (stereo not drawn)	-13	/	1	8
16	COCCNC(=O)C(c1ccc(C)o1)N(C(=O)Cn1nnc2ccccc21)c1ccccc1 (stereo not drawn)	9	-8	-1	5
27	O=C1C(=O)N(CCN2CCOCC2)C(c2ccccn2)/C1=C(/O)c1ccc(Cl)cc1 (stereo not drawn)	/	-2	-1	11
23	CCC(=NCCc1c(C)[nH]c2ccc(OC(F)(F)F)cc12)C1=C(O)CC(c2ccccc2)CC1=O (stereo not drawn)	13	/	/	/
24	COC(=O)COc1c(Cl)cc(C(c2c(C)[nH][nH]c2=O)c2c(C)[nH][nH]c2=O)cc1OC	-22	6	0	-14
20	CO[C@H]1CN(C)C(=O)c2cc(NC(=O)NC3CCCCC3)ccc2OC[C@@H](C)N(CCc2ccccc2)C[C@@H]1C	9	6	-4	-34

No.	INS-1E GSIS act	ARNT TACC3 PPI	PglD inh	PAX8 reporter
17	-9	3	0	45
25	23	25	-2	15
28	6	0	/	-5
26	0	8	2	19
21	28	-1	-3	-20
29	-2	34	2	11
18	-43	-1	2	5
16	8	-11	1	-18
27	/	/	-4	3
23	-29	1	/	11
24	-41	6	6	-72
20	-42	-5	7	/

No.	Structure	LGR2 inh	PGC1a acetyl inh	Cneo AK release	C2C12 statin
15	COc1ccc(S(=O)(=O)N(C)C[C@H]2Oc3c(NC(=O)NC4CCCCC4)cccc3C(=O)N([C@H](C)CO)C[C@@H]2C)cc1	21&11	10&-15	0&-5	23&12

No.	INS-1E GSIS act	ARNT TACC3 PPI	PglD inh	PAX8 reporter
15	-16&-30	6&2	4&-7	-7

The list goes on:
No.	Structure	LGR2 inh	PGC1a acetyl inh	Cneo AK release	C2C12 statin
31	CCN(Cc1ccccc1)Cc1c(F)cccc1F	15	-3	-1	33
32	O=C(CC1CCCC1)NNC(=O)c1ccccc1O	13	/	-2	0
33	O=C(NNc1nc2c(F)cccc2s1)C1COc2ccccc2O1 (stereo not drawn)	2	/	/	/
34	O=C(NCCN1CCOCC1)C1CCN(S(=O)(=O)N2CCCCC2)CC1	/	-4	0	-7
35	CCCn1c(SCC(=O)c2ccc(CC)cc2)n[nH]c1=O	/	-9	-1	6
36	CCCn1c(=O)[nH]c(=O)c2c1nc(-c1ccc(C(F)(F)F)cc1)n2CCOC	3	/	-8	13
37	O=C(CCN1CCCCC1)NCC[C@@H]1CC[C@H](NC(=O)c2ccc(F)cc2)[C@H](CO)O1	1	-4	72	-3
38	O=C(Nc1cccc(S(=O)(=O)N2CCCC2)c1)c1ccncc1	4	-6	-7	-3
39	N#Cc1cccc(-c2ccc([C@@H]3[C@H](CO)N4CCCCN(C(=O)Nc5ccc(F)cc5)C[C@@H]34)cc2)c1	16	1	1	/
40	CN1CCN(c2cc(C(F)(F)F)nc3ccc(F)cc23)CC1	/	5	-3	-15

No.	INS-1E GSIS act	ARNT TACC3 PPI	PglD inh	PAX8 reporter
31	0	-1	-2	/
32	-1	/	-1	-4
33	-8	-11	/	27
34	/	1	7	/
35	/	-15	4	/
36	20	-3	2	-24
37	14	-14	-2	0
38	-6	1	6	2
39	-17	3	1	29
40	/	-1	5	-30

Record cards, from the list above:
Listed for `O=C(NNc1nc2c(F)cccc2s1)C1COc2ccccc2O1` (stereo not drawn) → LGR2 inh = 2; PGC1a acetyl inh = /; Cneo AK release = /; C2C12 statin = /; INS-1E GSIS act = -8; ARNT TACC3 PPI = -11; PglD inh = /; PAX8 reporter = 27
Listed for `CCN(Cc1ccccc1)Cc1c(F)cccc1F` → LGR2 inh = 15; PGC1a acetyl inh = -3; Cneo AK release = -1; C2C12 statin = 33; INS-1E GSIS act = 0; ARNT TACC3 PPI = -1; PglD inh = -2; PAX8 reporter = /

Next section:
No.	Structure	LGR2 inh	PGC1a acetyl inh	Cneo AK release	C2C12 statin
41	CCCn1c(=S)[nH]c2ccc(C(F)(F)F)cc21	7	-13	29	6
42	c1ccc(CCN2CN(CCCN3CCOCC3)c3nc4ccccc4n3C2)cc1	/	-3	-3	7
43	COc1cccc(-c2cnc3c(c2)C(=O)N([C@H](C)CO)C[C@H](C)[C@H](CN(C)Cc2cccnc2)O3)c1	-2	9	1	9
44	CCOC(=O)c1c(NC(=O)/C=C/C(=O)O)sc(C)c1-c1ccc(F)cc1	-17	/	/	/
45	O=C(Nc1nccs1)Oc1ccccc1	/	0	1	0
46	CCCCc1ccc(NC(=O)N2CCNC(=O)C2CC(=O)Nc2ccsc2C(=O)OC)cc1 (stereo not drawn)	/	23	1	/
47	Cc1ccccc1Sc1ncccc1[N+](=O)[O-]	-3	-2	/	/
48	COc1ccc(CCNC(=O)C2CCN(C(=O)c3ccc(C(C)(C)C)cc3)CC2)cc1	-3	/	-1	-25
49	COCCSc1ccccc1C(=O)Nc1cc(C)on1	10	?	0	11
50	CCc1nnc(NC(=O)C(NS(=O)(=O)c2ccc3c(c2)OCCO3)C(C)C)s1 (stereo not drawn)	/	2	-1	-8
51	COc1ccc2c(c1)OC13CCN(C)CC1C2C(C(=O)c1ccc(F)cc1)C(=O)N3 (stereo not drawn)	3	0	0	-3
52	COc1ccc(CC(=O)OC2CCCN(C)C2)cc1 (stereo not drawn)	/	-15	/	/

No.	INS-1E GSIS act	ARNT TACC3 PPI	PglD inh	PAX8 reporter
41	-10	-3	7	28
42	/	-2	0	-2
43	2	-3	-1	/
44	-36	1	/	-5
45	/	3	3	-2
46	/	-7	-1	0
47	1	7	/	2
48	-17	-12	3	-58
49	5	-1	3	/
50	/	-5	-6	9
51	-4	1	2	4
52	-1	13	/	2

The order is random; overall some 2.9% were active at least once.
